# H9c2 TAG inh: inhibitors of triacylglycerol accumulation, primary screen, cell-based, uHTS, fluorescence, H9c2 | H9c2 cells, Nile Red lipid (TAG) fluorescence; cells loaded with 200 µM oleic acid | inhibition, % at 12.5 µM | 0.66% of 230,000 active | AID 651582, 2012;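 active = pattern-corrected inhibition of lipid staining of at least 50% with the nuclear-stain viability signal not falling by more than 50%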;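 note: 0% = DMSO wells and 100% = triacsin C control wells; some results filed as inactive read as strong as hits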
# H9c2 TAG inh DAPI viability: also measured in H9c2 TAG inh; calls as there; DAPI nuclei signal change (viability), lower = more cytotoxic, %;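 whole-well DAPI fluorescence read on a plate reader as a viability signal; minus 50 percent equals half of cells still viable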
# * hit, by the source's call.
SMILES,H9c2 TAG inh,H9c2 TAG inh DAPI viability
CC1CCCCN1c1nnc(NC(=O)Cn2c(=O)oc3ccccc32)s1 (stereo not given),1,1
CCCc1c(C(=O)N/N=C/C2CC=CCC2)nnn1-c1nonc1N (stereo not given),1,2
COc1ccc(OC)c(/C=C/C(=O)N2CCN(S(=O)(=O)c3cc(C)ccc3C)CC2)c1,2,22
CCOc1ccccc1-c1nc(-c2cc3ccccc3nc2OC)no1,4,6
O=C(COc1ccc(F)cc1Cl)Nc1cccc(S(=O)(=O)N2CCCCCC2)c1,-13,-11
Cc1c(Cl)ccc2c(C(=O)Nc3cc(C(C)(C)C)on3)cc(-c3ccccn3)nc12,26,5
COc1ccc(NC(=O)CN2CC(c3ccccc3)CC2=O)cc1OC (stereo not given),9,-6
C=CCn1c(Sc2nncn2C)nc2c1c(=O)[nH]c(=O)n2C,6,7
COc1ccccc1N1CCN(CCCNc2c(C)c(=O)n(C)c(=O)n2C)CC1,10,-9
O=C(NCCN1CCOCC1)c1cc(S(=O)(=O)NCCCN2CCCC2=O)ccc1Cl,14,-5
Cc1ccc(NC(=O)COC(=O)c2ccc3ncsc3c2)c(C)c1,-6,-6
COc1cc(/C=C(\C#N)C(=O)NCC2CCCO2)ccc1OC(=O)c1ccco1 (stereo not given),12,-1

# A second format for part of the listing above.
SMILES: C=CCn1c(Sc2nncn2C)nc2c1c(=O)[nH]c(=O)n2C
  H9c2 TAG inh: 6
  H9c2 TAG inh DAPI viability: 7

SMILES: COc1ccccc1N1CCN(CCCNc2c(C)c(=O)n(C)c(=O)n2C)CC1
  H9c2 TAG inh: 10
  H9c2 TAG inh DAPI viability: -9

SMILES: O=C(NCCN1CCOCC1)c1cc(S(=O)(=O)NCCCN2CCCC2=O)ccc1Cl
  H9c2 TAG inh: 14
  H9c2 TAG inh DAPI viability: -5

SMILES: Cc1ccc(NC(=O)COC(=O)c2ccc3ncsc3c2)c(C)c1
  H9c2 TAG inh: -6
  H9c2 TAG inh DAPI viability: -6

# Next entries follow:
SMILES,H9c2 TAG inh,H9c2 TAG inh DAPI viability
Cc1cccc(N2CC34C=CC(O3)C(C(=O)O)C4C2=O)c1 (stereo not given),-20,10
O=C(COC(=O)c1cc(=O)c2ccccc2o1)Nc1c(F)c(F)c(F)c(F)c1F,5,2
COc1ccc(NS(=O)(=O)c2ccc(N3CCOCC3)c(NC(=O)c3ccco3)c2)cc1,18,-4
Cc1cccc(C)c1OC(=O)CCN1C(=O)C2C3C=CC(C4CC34)C2C1=O (stereo not given),-26,12
CCN(CC(=O)NCc1ccc(Cl)cc1)C(=O)c1c(C)noc1C,4,-3
O=C(NC1CCCCCC1)C1CCCN1S(=O)(=O)c1cccc2cccnc12 (stereo not given),4,-6
Cc1cc(C)c(-n2[nH]nnc2=S)c(C)c1,14,-9
COc1cc(CCC(=O)OCc2nnc(-c3ccccc3)o2)cc(OC)c1OC,-50,-9
CCc1nnc(NC(=O)c2cc(C)oc2C)s1,19,-4
C[C@H](NS(=O)(=O)c1c(Cl)cccc1Cl)C(=O)NNC(=O)COc1ccccc1F,1,0
C/C(=N\O)C(C)(C)NC(=O)Nc1ccc(Cl)cc1,-2,-10
COC(=O)C1=C(CSc2nc3c(cc2C#N)CN(C)CC3)OC(N)=C(C#N)C1c1ccccc1F (stereo not given),14,-12
CC(=O)N(CCCN(C)C)c1nc2ccc(C)cc2s1,12,3
CCOc1cc(C(c2c(O)nc(SC)[nH]c2=O)c2c(O)nc(SC)[nH]c2=O)ccc1O,-11,5
COc1cccc(C=NNC(=S)NN=Cc2cccc(OC)c2OC)c1OC,15,3
CCOC(=O)c1sc(NS(=O)(=O)c2ccc(F)cc2)nc1C,2,-4
CCC(=O)Oc1ccc2c(c1)O/C(=C\c1ccco1)C2=O,-4,1
O=C(CN1C(=O)NC2(CCCC2)C1=O)OCCOc1ccc(Cl)cc1,-9,-6
COc1cccc(C(O)c2nc(-c3ccc(Cl)cc3)cs2)c1 (stereo not given),-29,2
Cc1ccn2c(C(=O)CSc3ccccc3Cl)c(C)nc2c1,-14,3
CC1(C(=O)NS(=O)(=O)Cc2ccccc2C(F)(F)F)CCN1C(=O)Cc1ccsc1 (stereo not given),-3,12
Nn1c(SCC(=O)Nc2ccc(F)cc2F)nnc1C1CCCCC1,19,-14
CCOCCn1cnc2sc(C(=O)NCC(=O)OCC)c(C)c2c1=O,-3,-5
COc1cccc(/C=N/Nc2cc(N3CCOCC3)ncn2)c1O,71*,-19*
COCCNc1ncnc2c1ncn2[C@H]1CN(Cc2ccc(OC)cc2)C[C@@H](CO)O1,6,1
Cn1nc(C(=O)N2CCC(C(N)=O)CC2)c2c1-c1ccccc1SC2,-1,-9
O=C(CN1C(=O)C2C3CCC(C3)C2C1=O)NCc1ccco1 (stereo not given),-5,1
Cc1ccccc1C(=O)O/N=C(\N)Cc1cccs1,-8,-9
O=[N+]([O-])c1cccc(-c2nnc(C3CC3)o2)c1,20,-14
CC(CCc1ccccc1)NC(=O)CSc1nc(N)cc(N)n1 (stereo not given),17,-2
COc1ccccc1-n1nnnc1SCC(=O)NC1CCCC1,-5,-10
COc1ccc(OC(=O)N2C/C(=C/c3ccccc3)C(=O)/C(=C\c3ccccc3)C2)cc1,5,-22
COC(=O)CCC1(C(N)=O)CCC(=O)c2ccccc21 (stereo not given),1,8
Cc1cc(Nc2ccccc2)n(CCO)n1,10,-18
O=C(c1cc2ccccc2o1)c1cccs1,17,1
Cn1nnnc1SCC(=O)c1ccc2c(c1)OCCO2,-6,-7
CN(Cc1ccon1)C(=O)C1CCN(C2CCN(CCCc3ccccc3)CC2)CC1,-14,13
CN(Cc1ccccc1OCCO)CC1CCCN(CCc2ccc(Cl)cc2)C1 (stereo not given),8,24
O=C(CCNC(=O)c1ccc([N+](=O)[O-])cc1)NCC1COc2ccccc2O1 (stereo not given),2,-1
C=CCn1c(=O)c(C(=O)OCC)c(O)c2ccccc21,1,-3
CCC1CCCCN1CCCNC(=O)CC1Oc2ccccc2NC1=O (stereo not given),1,5
CNC(=O)CSCCn1c(SCC(=O)NC)nc2ccccc2c1=O,14,-6
O=C(c1cnccn1)N1CCN(S(=O)(=O)c2cccc(Cl)c2)CC1,-23,-2
CS(=O)(=O)N(CC(=O)Nc1ccccc1C(=O)N1CCCC1)c1cccc([N+](=O)[O-])c1,-7,-7
COc1ccc(NC(=O)N2CCC(CO)(CC3CCCCO3)CC2)c(OC)c1 (stereo not given),3,2
CC(c1ccccc1)C1CC(=O)N(Cc2ccco2)C1=O (stereo not given),-13,2
CCN(CC)S(=O)(=O)c1ccc(N2CCOCC2)c(NCC(=O)Nc2ccc(F)cc2)c1,-10,-10
CCOC(=O)C1CCN(Cc2ccc(OC)cc2OC)CC1,-5,-9
CC(C)(C)c1ccc(CC(=O)N2CCC2(C)C(=O)NS(=O)(=O)c2ccc(Cl)s2)cc1 (stereo not given),1,2
O=C(NC1CCCCCC1)c1ccc(OCC2CCCO2)cc1 (stereo not given),-10,1
CCN1CCc2c(OCC(=O)N3CCCc4ccccc43)cccc2C1=O,14,-4
CCOC(=O)c1ccc(S(=O)(=O)NCCN2CCOCC2)cc1,-2,9
CC(C)c1ccc(/C=C/C(=O)Nc2nncs2)cc1,-5,-1
OC[C@@H](O)C1OC2NC(=S)OC2C1O (stereo not given in full),1,-10
Clc1cc(Cl)cc(C2=NC(Cc3ccccc3)CO2)c1 (stereo not given),-40,6
CCOC(=O)c1sc(=NC(=O)c2ccc(C)cc2)n(C)c1C,4,4
Cc1ccc(N2CC(=O)N(NC(=O)CN3CCN(c4ccccc4)CC3)CC2=O)cc1,19,-12
COc1cc2[nH]c3c(=O)n(CCN4CCCCC4)cnc3c2cc1OC,1,-6
CN(C)CCCN(C(=O)c1ccc(S(=O)(=O)N2CCc3ccccc32)cc1)c1nc2ccc(Cl)cc2s1,1,-10
CSCCC(NC(=O)/C(=C/c1ccco1)NC(=O)c1ccco1)C(=O)O (stereo not given),-10,5

# Reformatted: results already given
molecule | H9c2 TAG inh | H9c2 TAG inh DAPI viability
Cc1ccc(N2CC(=O)N(NC(=O)CN3CCN(c4ccccc4)CC3)CC2=O)cc1 | 19 | -12
CCN1CCc2c(OCC(=O)N3CCCc4ccccc43)cccc2C1=O | 14 | -4
O=C(NC1CCCCCC1)c1ccc(OCC2CCCO2)cc1 (stereo not given) | -10 | 1
CSCCC(NC(=O)/C(=C/c1ccco1)NC(=O)c1ccco1)C(=O)O (stereo not given) | -10 | 5

# Next part.
SMILES,H9c2 TAG inh,H9c2 TAG inh DAPI viability
O=C(c1csc2c1CCCC2)N1CCCCC1,-9,11
CCn1cc(CN2CCC(C(=O)Nc3ccc(Oc4cccnc4)cc3)CC2)cn1,8,4
Cc1ccc(C)c(NC(=O)C2(C)CCN2C(C)C)c1 (stereo not given),-2,-3
CCOC(=O)C1(Cc2ccc(OC)cc2)CCN(C(=O)CCN2CCCC2=O)CC1,-5,5
Cc1ccccc1-n1c(Cn2c(=O)sc3ccccc32)nnc1SC(C)C,-6,-4
CC(C)Cc1cc(C(=O)N2CCC(N3CCC(C(=O)N4CCOCC4)CC3)CC2)n[nH]1,-4,-9
COc1ccncc1-c1ccc(C2=CC(=O)CC(C)(C)C2=O)cc1,-12,2
Cc1cccc(C)c1NC(=S)NCc1ccccc1,-25,-5
Cc1cccc(OCc2n(CC(=O)OC3CC(C)CCC3C(C)C)c3ccccc3[n+]2C)c1 (stereo not given),98*,-36*
Cc1ccc(NC(=O)CN(C)S(=O)(=O)c2cnc[nH]2)cc1C,9,2
Cc1ccc2nc(NCC(=O)NN)nc(-c3ccccc3)c2c1,9,20
Cc1cc(C)c2c(c1)/C(=N/NS(=O)(=O)c1ccccc1)CCC2,-17,7
CCc1ccc(C2=Nn3c(nnc3-c3cccs3)SC2)cc1,23,4
CCc1nc2ccc(C(=O)Nc3cccc(NS(C)(=O)=O)c3)cn2c1N(C)CCN1CCOCC1,-5,10
CCN(CCO)c1nc(SC)nc2c1sc1nc(-c3ccco3)c3c(c12)CCC3,11,0
CCCc1cc(C(=O)N2CCCN(C)CC2)cs1,9,3
Cn1c(CCN2CCCC2)nc2cc(NC(=O)COc3ccc(Cl)cc3)ccc21,11,4
CSc1nc2ccccc2c(=O)n1Cc1ccc(F)cc1,-11,6
Cc1cc(Cn2nc(C(=O)NCc3cccc(Br)c3)cc2-c2ccccc2)on1,16,-4
CCNC(=O)CC1C(=O)N(CC)C(=S)N1NC(=O)c1cccnc1 (stereo not given),-30,55
COc1ccc(OC)c(CN2CCN(C(=O)c3cccc(S(=O)(=O)N(C)c4ccccc4)c3)CC2)c1,-9,7
CCc1ccc(NC(=O)Cn2cnc([N+](=O)[O-])c2)cc1,-9,10
COCCNC(=O)C1(C)CCCN(Cc2ccc(C)c3ccccc23)C1 (stereo not given),-2,-7
CC(C)OC(=O)CSc1nnc(SCc2cccc3ccccc23)s1,-10,8
COc1cc2c(cc1OC)-c1cc(NCc3ccccn3)nc(=O)n1CC2,12,9
CCNS(=O)(=O)c1cc(OC)ccc1OC,-5,-8
Cc1ccc(S(=O)(=O)c2nc(-c3ccccc3)oc2NCCN2CCOCC2)cc1,-11,8
O=C(CC(=O)c1cccnc1)c1ccccc1,2,-2
Cc1cc(Cl)ccc1NNC(=O)c1snnc1C,-21,-2
COc1ccc(-c2cc(-c3ccccc3)nc(SC(C)C(=O)O)c2C#N)cc1 (stereo not given),-3,-1
COc1ccc(C2C(C(=O)O)c3ccccc3C(=O)N2C)cc1Br (stereo not given),-10,-1
CC(C)(C)c1ccc(OCC(=O)Nc2ccc(-c3nc4cccnc4o3)cc2)cc1,18,11
CCCNC(=S)N1CCN(c2nc(C)nc3sc4c(c23)CCCC4)CC1,0,-4
Cc1ccc(S(=O)(=O)N2CCOCC2)cc1NC(=O)COC(=O)Cc1ccsc1,0,-12
CC1(C)CC(=O)c2cc(C(=O)NC3CCSC3=O)c(=O)n(-c3ccccc3)c2C1 (stereo not given),-13,1
Cc1ccc(CN2CCN(Cc3ccc4c(c3)OCCO4)CC2CCO)cc1 (stereo not given),-14,14
CCOc1ccccc1/C=N/NC(=O)c1ccc(Cn2cc([N+](=O)[O-])cn2)o1,11,-6
CC1(C)CC(=O)C(N=Nc2cc(C(F)(F)F)ccc2Cl)=C(O)C1,10,54
CCOC(=O)c1c(-c2cc(OC)c(OC)c(OC)c2)csc1N,2,3
O=C(NCCCN1CCOCC1)C(=O)N/N=C/c1cccc2ccccc12,-8,6
CCOc1ccc(C2c3c(oc4cc(C)c(C)cc4c3=O)C(=O)N2CCCN(C)C)cc1OC (stereo not given),6,-1
Cc1ccc(NC(=S)Nc2cccnc2)c(S(=O)(=O)N2CCCCC2)c1,-18,-5
COc1ccc(Oc2cc(Cl)nc(N)n2)cc1,4,-3
Cn1cccc1C(=O)NC(=O)COC(=O)c1ccc(S(C)(=O)=O)cc1,-3,-2
COc1cc2c(c(NC(C)=O)c1)N(C(C)=O)CCC2,7,4
COc1ccc(-c2nnc(SCc3ccc(C(=O)O)cc3)n2N)cc1,-4,5
CCOC(=O)CCCNC(=O)CCNC(=O)c1ccc(OCC(C)C)cc1,6,-2
CC(OC(=O)c1ccc2c(c1)OCO2)C(=O)NC1CCCCC1C (stereo not given),-5,4
CCOC(=O)c1sc(NC(=O)CSc2nnc(-c3ccco3)o2)c(C(=O)OCC)c1C,-15,2
O=C(O)c1ccc(CNCc2ccccc2F)cc1,9,-9
CCOCCCNC(=O)c1ccccc1Br,-3,7
COc1ccc(C(=O)Nc2ccc(CN3CCOCC3)cc2)cc1,-9,6

# Whole records, quoted from the list. Order of values: H9c2 TAG inh, H9c2 TAG inh DAPI viability
# Record of COc1cc(CCC(=O)OCc2nnc(-c3ccccc3)o2)cc(OC)c1OC = -50, -9
# Record of CCNS(=O)(=O)c1cc(OC)ccc1OC = -5, -8
# Record of COCCNC(=O)C1(C)CCCN(Cc2ccc(C)c3ccccc23)C1 (stereo not given) = -2, -7
# Record of C=CCn1c(=O)c(C(=O)OCC)c(O)c2ccccc21 = 1, -3
# Record of CCC1CCCCN1CCCNC(=O)CC1Oc2ccccc2NC1=O (stereo not given) = 1, 5

# High-throughput results deposited in PubChem by Sanford-Burnham Center for Chemical Genomics.

# Only part of the results is shown; count on the stated rates, not on these rows.
